Pf growth 48h = inhibits P. falciparum growth in the first generation, 48 h. hit rate 5.9% among 310,000. P. falciparum luciferase growth in erythrocytes, 48 h. Potency, µM (titrated, usually from 28.7 µM), without a hit: at the highest dose activity change, negative = inhibition, actives largely listed as inhibitors; further: potency means the concentration at half of the fitted maximal effect; on the % scale 0 is the no-effect control and ±100 the full control effect
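Here the parasites carry a stable luciferase gene and grow inside erythrocytes in Albumax-based RPMI medium with compound for one erythrocytic cycle. Activity is scored as loss of luminescent signal.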
Pf growth 96h = P. falciparum growth inhibition at 96 hours | hit rate 6.9% among 320,000 | Potency, µM (highest dose often 28.7 µM), inactives show at the highest dose activity change, negative = inhibition, actives largely listed as inhibitors | P. falciparum luciferase reporter growth, 96 h; further: potency means the concentration at half of the fitted maximal effect; on the % scale 0 is the no-effect control and ±100 the full control effect
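Two-generation exposure (96 h) targets delayed-death phenotype. Reporter parasites carrying integrated firefly luciferase, in red cells at 2% hematocrit and 0.05% parasitemia final, kept at 37 C, 5% CO2; luminescence loss indicates inhibition.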
FBPA Giardia inh = inhibitors of Giardia lamblia fructose-1,6-bisphosphate aldolase; Potency, µM (top dose mostly 59.6 µM), without a hit: top-dose activity, negative = inhibition, most hits filed as inhibitors; hit rate 0.71% among 290,000; purified Giardia FBPA; A8B2U2; AID 2451; further: potency means the concentration at half of the fitted maximal effect; on the % scale 0 is the no-effect control and ±100 the full control effect; nearly all actives have a fitted effect of over 55% in size
Target sequence (A8B2U2 whole entry, looked up): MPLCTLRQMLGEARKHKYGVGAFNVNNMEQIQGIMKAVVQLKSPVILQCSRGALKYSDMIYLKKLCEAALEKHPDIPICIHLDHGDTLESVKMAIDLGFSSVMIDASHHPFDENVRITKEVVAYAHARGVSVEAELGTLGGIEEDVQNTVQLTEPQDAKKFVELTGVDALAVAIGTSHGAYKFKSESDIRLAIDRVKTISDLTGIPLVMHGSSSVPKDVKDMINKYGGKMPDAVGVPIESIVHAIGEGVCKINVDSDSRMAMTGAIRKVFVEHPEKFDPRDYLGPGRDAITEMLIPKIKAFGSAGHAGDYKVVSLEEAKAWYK
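40 nM FBPA preincubated 10 min at RT with compound (up to 57.5 uM final), then substrate plus GAPDH/TPI/NAD/arsenate coupling and diaphorase/resazurin added. Fluorescence read after 20 min at RT, 525/598 nm.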
CHX counter = counter-screen hit for Shiga toxin inhibitors, cycloheximide; cell reporter, cycloheximide protein synthesis inhibition counterscreen; max response, %; hit rate 12% among 300,000; AID 2314; in the data active means max response mostly above about 13%, no sharp cut-off; inactive means mostly below about 14%; further: read at 38.3 µM for the half of the compounds with a filed dose; 0% is about no effect
Shiga inhibitor = blocks Shiga toxin action in Vero cells; Vero cells, Shiga toxin protein synthesis inhibition reporter; inhibition, % at 38.7 µM; hit rate 9.2% among 290,000; in the data active means inhibition mostly above about 28%, no sharp cut-off; inactive means mostly below about 43%; further: 0% is about no effect
Sm TGR block = blocks Schistosoma mansoni thioredoxin glutathione reductase | Q962Y6 | purified TGR, DTNB reduction, TNB absorbance 405 nm | Potency, µM (titrated, usually from 114 µM), inactives show at the top dose activity change, negative = inhibition, most hits filed as inhibitors | hit rate 3% among 360,000; further: potency means the concentration at half of the fitted maximal effect; on the % scale 0 is the no-effect control and ±100 the full control effect; nearly all actives have a fitted effect of over 60% in size
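TGR 20 nM + NADPH 100 uM (dispensed conc.), cpd preinc 15 min RT; start with NADPH (500 uM addition) then DTNB (15 mM addition). Kinetic TNB absorbance, 405 nm filter. Four-parameter Hill fit across titration.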
Numbers without * were called inactive; ? = inconclusive; . = not tested or not shown; & = joins results of further samples; [ ] = remark or other dose. Unless noted, the call rests on the fitted dose curve; in most records, active means well fitted curve in the direction sought with a large enough effect; inconclusive means small, poorly fitted or top-dose-only effect, or another doubt; inactive means no such curve, though single readings can be large; an effect the other way counts as inactive or inconclusive.

mol	Pf growth 48h	Pf growth 96h	FBPA Giardia inh	CHX counter	Shiga inhibitor	Sm TGR block
O=C(N1CCCCC1)C1(S(=O)(=O)c2ccccc2)CC=CC1	-1.6%	17.1%	3.5%	16.7*	9.8	-21.3%
CCN(CC)S(=O)(=O)c1cccc(C(=O)NN2Cc3ccccc3C2=N)c1	-16.3%	-29.9%	0.8%	-0.6	23.5	-3.5%
CCCc1nnc(NC(=O)CSc2ncn[nH]2)s1	3.4%	16.5%	-23.4%	-3.4	3.4	4.5%
C=CCC(C(=O)Oc1c(C(C)(C)C)cc(C)cc1C(C)(C)C)c1ccccc1 (configuration not stated)	?	?	.	.	.	7.5%
CS(=O)(=O)N(CC(=O)N1CCN(c2ccccc2F)CC1)c1cc(C(F)(F)F)ccc1Cl	.	10.4µM*	2.7%	1.4	-19.6	1.5%
Cc1nc(C(F)(F)F)ccc1C(=O)Nc1ccc2ccccc2n1	30.5%[activator]	?	9.8%	21.2*	48.9*	12.2%
CC(C)OC(=O)C1C(=O)CC(C)(O)C(C(=O)OC(C)C)C1c1ccc([N+](=O)[O-])cc1 (configuration not stated)	?	-17.0%	2.3%	-5.8	-1.8	.
C=CCn1c(O)c(C(C)=NC2CC2)c(=O)[nH]c1=O	4.8%	-9.6%	-4.9%	-2.7	-12.0	-1.2%
O=C(NCc1cccs1)c1cc2c(s1)CS(=O)(=O)C2	8.3%	2.4%	-1.5%	1.2	21.1	-20.7%
O=S(=O)(c1ccccc1)c1nc(Nc2ccccc2N2CCOCC2)sc1Cl	?	27.4%	-3.3%	-3.0	-7.0	2.9%
COc1ccc(NC(=S)N(CCN(C)C)C(C)c2ccco2)cc1 (configuration not stated)	-35.4%	?	-0.4%	-2.6	-1.3	8.2%
O=C(/C=C1\SC(=O)NC1=O)Nc1ccc(F)cc1	-8.0%	-0.9%	4.3%	14.4	14.4	?
COc1ccc(/C=N/Nc2ncnc3sc4c(c23)CCCC4)cc1OC	-2.0%	6.6%	-29.6%	-1.6	-7.9	-2.2%
O=C(/C=C/c1cn(-c2ccccc2)nc1-c1ccc2c(c1)OCCO2)NCCCN1CCOCC1	?	?	-2.3%	13.7	-10.8	0.6%
Cc1cc(C)n2nc(C(=O)Oc3ccc4c(c3)OCO4)nc2n1	4.6%	-8.5%	-8.9%	-1.2	26.0	0.0%
Cc1nnc(SCC(=O)c2ccc(Cl)cc2)n(N)c1=O	0.0%	0.0%	1.5%	13.3	72.6	0.4%
C=CCc1ccc(OCc2ccc(C(=O)OC)o2)c(OC)c1	.	53.7%[activator]	-10.3%	62.6*	86.9*	-2.8%
COC(=O)[C@H](CCCN=C(N)N)NC(=O)CCCc1c(-c2ccccc2)[nH]c2c(F)cc(F)cc12	.	.	-0.1%	-2.1	1.5	.
COC(=O)c1ccccc1NC(=O)C1(S(=O)(=O)c2ccc(Cl)cc2)CC1	?	0.0%	-13.7%	-6.0	-19.5	-1.8%
CCOc1cc(NC(=O)c2cccs2)c(OCC)cc1NC(=O)CCC(=O)NCc1ccccn1	1.5%	-7.8%	0.0%	-3.5	-4.1	-1.5%
COc1ccc(C(=O)/C=C/Nc2ccc(S(=O)(=O)Nc3ncccn3)cc2)cc1	4.2%	50.2%[activator]	3.6%	20.4*	37.7	-1.3%
COc1ccccc1OCc1cc(C(=O)N2CCCC(OCc3cccnc3)C2)no1 (configuration not stated)	1.6%	11.7µM*	-1.9%	58.3*	95.5*	-29.4%
CCCCN1C(=N)C(CC)(CC)C(=O)NC1=O	7.1%	14.7µM*	-5.2%	-2.9	-13.1	-13.0%
COc1ccc(-c2ccc(C#N)c(OC)n2)cc1	97.1%[activator]	31.8%[activator]	4.9%	14.9	9.9	16.5%
S=C(Nc1ccc(Nc2ccccc2)cc1)NN1CCOCC1	-2.6%	-9.8%	-21.3%	-3.4	29.2	-28.1%
CCn1c(SCc2nc(-c3cccs3)no2)nnc1-c1c[nH]c2ccccc12	?	.	-1.1%	-1.5	-5.0	5.9%
Cc1nc2nc(C)c(CCC(=O)O)c(C)n2n1	.	13.1%	-8.7%	-1.6	-8.7	-0.8%
O=C(N/C=C/c1ccccc1)Nc1ccc(Cl)cc1	97.7%[activator]	88.0%[activator]	1.5%	74.2*	198.0*	0.0%
Nc1ccc(S(=O)(=O)O)cn1	12.7%&-6.4%&4.4%	65.1%&-1.3%&0.0%[activator]	2.6%&6.0%&0.5%	-2.1&-0.7&-1.1	-10.6&-8.6&-6.4	-0.8%&2.3%&-8.4%
CCOC(=O)c1ccc(NC(=S)NC(=O)c2cncc(Br)c2)cc1	.	167.2%[activator]	-10.4%	-4.6	-4.2	?

Shown field by field: part of the list above.
CCN(CC)S(=O)(=O)c1cccc(C(=O)NN2Cc3ccccc3C2=N)c1
  Pf growth 48h: -16.3% | Pf growth 96h: -29.9% | FBPA Giardia inh: 0.8% | CHX counter: -0.6 | Shiga inhibitor: 23.5 | Sm TGR block: -3.5%

COC(=O)c1ccccc1NC(=O)C1(S(=O)(=O)c2ccc(Cl)cc2)CC1
  Pf growth 48h: ? | Pf growth 96h: 0.0% | FBPA Giardia inh: -13.7% | CHX counter: -6.0 | Shiga inhibitor: -19.5 | Sm TGR block: -1.8%

O=C(N/C=C/c1ccccc1)Nc1ccc(Cl)cc1
  Pf growth 48h: 97.7%[activator] | Pf growth 96h: 88.0%[activator] | FBPA Giardia inh: 1.5% | CHX counter: 74.2* | Shiga inhibitor: 198.0* | Sm TGR block: 0.0%

COc1ccc(-c2ccc(C#N)c(OC)n2)cc1
  Pf growth 48h: 97.1%[activator] | Pf growth 96h: 31.8%[activator] | FBPA Giardia inh: 4.9% | CHX counter: 14.9 | Shiga inhibitor: 9.9 | Sm TGR block: 16.5%

(cont.)
mol	Pf growth 48h	Pf growth 96h	FBPA Giardia inh	CHX counter	Shiga inhibitor	Sm TGR block
O=C(NCc1cccs1)c1cc(-c2ccncc2)nc2ccc(Br)cc12	?	?	-1.8%	-2.0	-12.3	1.6%
COc1cc(OC)cc(C(=O)NC(=S)N2C[C@H]3C[C@H](C2)c2cccc(=O)n2C3)c1	16.8%	20.8%	11.2µM*	-2.8	2.8	-3.9%
S=C(Nc1ccc(Br)cc1)N1CCN(c2ccccn2)CC1	-13.5%	-11.5%	-5.8%	-1.6	7.5	-4.3%
COCCNc1nnc(Cc2ccccc2)c(=O)[nH]1	5.4%	15.4%	19.2%	-2.3	1.8	17.3%
Cc1ccc2c(C)c(C(=O)N(Cc3ccc(F)cc3)C3CCS(=O)(=O)C3)oc2c1 (configuration not stated)	-13.6%	?	.	-6.4	-3.0	0.3%
COc1ccc(/C=N/NC(=O)c2nnn(-c3nonc3N)c2-c2cccs2)c(OC)c1	-11.9%	?	.	1.3	-3.7	1.0%
COC(=O)[C@@H]1CCCN1Cc1c(C(=O)N2CCOCC2)nc2c(C)cccn12	11.6%	-62.5%	1.4%	-3.0	-10.0	-19.7%
Cc1ccccc1S(=O)(=O)Cc1ccc(C(=O)N2CCN(c3ccc(F)cc3)CC2)o1	?	?	0.4%	-5.4	-9.6	-15.4%
COc1cc(/C=C2\SC(=N)N(c3ccc4c(c3)OCO4)C2=O)cc(OC)c1O	?	127.7%[activator]	-8.6%	-4.2	-7.6	-12.1%
Cc1ccc(CCNC(=O)C2CC(=O)N(C3CCCCC3)C2)cc1 (configuration not stated)	8.1%	1.47µM*	.	2.4	1.4	-7.5%
N#Cc1cc2c(nc1SC1CC(=O)N(c3ccccc3)C1=O)CCC2 (configuration not stated)	316.4%[activator]	402.7%[activator]	-7.6%	83.3*	114.9*	-19.7%
CN1CCC2(CC1)C(C#N)=C(N)NC(S)=C2C#N	-5.7%&1.4%	23.4%&-21.4%	?	-1.2&-1.9	10.9&24.8	0.7%&-12.5%
O=C(NCCC(=O)N1CCN(S(=O)(=O)c2ccc(Cl)cc2)CC1)Nc1ccccc1	?	?	.	.	.	-8.5%
S=C(NCCc1ccccc1)N1CCN(C2CCCCC2)CC1	?	-0.3%	3.6%	-0.4	-3.6	9.6%
COc1ccc(CCN=C(N)Nc2nc(C)cc(C)n2)cc1	?	25.2%	-6.0%	-2.7	6.8	7.6%
CC(c1nnc(SCC(=O)Nc2sccc2C#N)n1-c1ccc(Cl)cc1)N(C)C (configuration not stated)	.	.	1.7%	-5.2	-19.5	?
COc1ccc(C(=S)N2CCN(c3ccccc3Cl)CC2)cc1OC	-5.1%	-3.1%	-6.7%	-3.0	-4.6	14.6%
NS(=O)(=O)c1ccc(CCNC(=O)CSc2ccsc2[N+](=O)[O-])cc1	210.5%[activator]	-6.3%	-13.9%	0.5	-15.3	-25.8%
CCn1cc(C(=O)OCC(=O)Nc2c(C)n(C)n(-c3ccccc3)c2=O)c(=O)c2ccc(C)nc21	13.2%	2.0%	7.1%	-2.9	-2.8	0.0%
CC1CC(C)CN(C(=O)COC(=O)c2nccnc2N)C1 (configuration not stated)	42.2%[activator]	30.0%[activator]	.	.	.	-0.8%
O=C(NCCCn1ccnc1)c1cc(C(=O)C2CCCCC2)c[nH]1	?	?	0.4%	-3.7	6.9	-0.9%
O=S(=O)(Nc1cccc2c1ccc1cccn12)c1cccs1	15.7%	23.3%	-2.3%	9.1	-10.9	-25.4%
COc1ccc(OCCn2c(C)c(/C=N/n3cnnc3)c3ccccc32)cc1	?	11.7µM*	3.5%	-1.2	-19.4	-12.3%
CC(C)(C)NC(=O)CSc1nc2cccnc2n1C1CCCCC1	?	59.3%[activator]	1.6%	-0.7	-9.2	-1.9%
O=C(CCS(=O)(=O)c1ccc(Br)cc1)Nc1ccc2c(c1)OCO2	0.6%	0.465µM*	-25.0%	14.8*	36.0	39.8µM*
COc1ccc(CCNC(=O)c2cccc3ccccc23)cc1OC	-17.6%	?	4.8%	-1.5	1.3	2.5%
Cc1ccc(C(=O)C(OC(=O)CNC(=O)c2ccc(Cl)cc2)c2ccccc2)cc1 (configuration not stated)	-2.0%	67.9%[activator]	.	-0.8	16.0	6.2%
CN(CCO)C1=NS(=O)(=O)c2cc([N+](=O)[O-])ccc21	4.15µM*	-27.0%	10.7%	12.5	-2.9	-25.3%
COc1ccc(Cl)cc1NC(=O)CN(C)C(C)C(=O)NCC1CCCCC1 (configuration not stated)	-18.2%	?	1.4%	-3.5	-4.0	4.9%
Cc1cc(NC(=O)COC(=O)c2ccccc2S(=O)(=O)N(C)c2ccccc2)no1	-6.0%	?	-9.3%	-1.5	-10.4	9.9%
O=c1cc(-c2ccccc2Cl)oc2cccc(O)c12	70.1%[activator]	50.1%[activator]	-1.9%[89.2 µM]	39.1&-1.5	-9.7	0.2%
O=C(Nc1ccc2snnc2c1)Nc1cccc2ccccc12	?	.	-8.7%	21.2	87.8	1.0%
CN(CC(=O)Nc1cccc(F)c1)C(=O)c1cccc(S(=O)(=O)N2CC3(C)CC2CC(C)(C)C3)c1 (configuration not stated)	?	?	.	.	.	-0.9%
COCc1cc(C)nc(Oc2ccccc2)c1C#N	-27.0%	-9.8%	-1.8%	-3.0	-3.7	0.5%
Cn1cncc1C#Cc1ccc2cc(C3(O)CCCCC3)oc(=O)c2c1	-0.3%	?	.	.	.	-9.2%
COc1cccc(OC)c1C(=O)Nc1ccc2c(c1)n(C)c(=O)n2C	0.9%	-1.4%	6.4%	-0.4	-1.0	3.7%
CN(CC(=O)Nc1ccc(F)cc1)C(=O)CSc1nccn1C	?	-21.7%	.	.	.	1.7%
